Screening results deposited in PubChem BioAssay by National Center for Advancing Translational Sciences (NCATS).
ERG Ets-DNA blk = ERG Ets/DNA interaction inhibition; Potency, µM (titrated, usually from 76.9 µM), without a hit: at the top dose FP activity, negative = inhibition, usual class: inhibitors; fluorescence polarization, His-ERG Ets domain / labelled DNA; 0.028% of 370,000 active; P11308; active = well fitted inhibition curve with a large enough effect in the polarisation, with a control signal flat; inconclusive = small, poorly fitted or top-dose-only effect, or effect the other way, or a change in a side signal; inactive = no such curve, though single readings can be large or run the other way; the % refers to the polarisation;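 also: polarization taken with two DNA probes labelled with fluorescein and Texas red; potency is read from the fitted curve at half-maximal effect; % of control where 0% means no effect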
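His-tagged ERG Ets domain (1 uM in the protein solution; 300mM KCl, 50mM Tris-HCl, 1mM EDTA, 1mM DTT, pH 7.5) received compound, then a probe mix of 5 nM fluorescein-DNA and 100nM Texas-615-DNA. Fluorescence polarization was read for both dyes.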
HP1b binding inh = blocks HP1-beta chromodomain binding to methylated histone tails. P83916. AlphaScreen HP1-beta / biotin-H3K9me3 peptide binding. Potency, µM (titrated, usually from 114 µM), for the others: top-dose activity change, negative = inhibition, hits mostly inhibitors. 0.56% of 390,000 active; also: potency is read from the fitted curve at half-maximal effect; nearly all actives have a fitted effect of over 70% in size; inactives centre near 23
Target sequence (P83916 whole entry, looked up): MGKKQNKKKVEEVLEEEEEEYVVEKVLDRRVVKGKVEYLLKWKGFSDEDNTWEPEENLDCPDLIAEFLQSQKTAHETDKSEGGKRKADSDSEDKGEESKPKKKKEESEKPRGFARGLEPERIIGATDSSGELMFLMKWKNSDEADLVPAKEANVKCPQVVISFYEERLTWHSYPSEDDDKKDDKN
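HP1-beta protein (50 nM final) preincubated 30 min at room temperature with biotinylated H3(1-18)K9me3 peptide (50 nM) in PBS pH 7.4, 0.01% Tween-20, then compound added for 30 min. AlphaScreen streptavidin donor/nickel chelate acceptor beads (10 ug/mL final), 30 min dark, luminescence read.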
GLS inh = blocks human kidney-isoform glutaminase activity; O94925; GLS enzymatic activity, qHTS titration; Potency, µM (series often up to 45.5 µM), inactives show at the highest dose activity change, negative = inhibition, most hits filed as inhibitors; 0.21% of 410,000 active; AID 624170; also: potency is read from the fitted curve at half-maximal effect; % is scaled to controls: 0 for no effect and ±100 for the full control effect
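Compounds were pin-transferred onto hKGA, after which L-glutamine (1 mM solution) and a detection mix of glutamate oxidase, HRP and Amplex Red were added. Initial and 30 min RT fluorescence reads were collected.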
RGS4 inhibitor = blocks human RGS4-accelerated GTP hydrolysis | P49798 | Transcreener GDP fluorescence polarization, RGS4-accelerated GTP hydrolysis | Potency, µM (highest dose often 114 µM), for inactives: top-dose activity change, negative = inhibition, most hits filed as inhibitors | 0.039% of 390,000 active | AID 504845; also: potency is read from the fitted curve at half-maximal effect; % is scaled to controls: 0 for no effect and ±100 for the full control effect; nearly all actives have a fitted effect of over 75% in size; some results filed as inactive show a strong effect at the top dose
Target sequence (P49798 whole entry, looked up): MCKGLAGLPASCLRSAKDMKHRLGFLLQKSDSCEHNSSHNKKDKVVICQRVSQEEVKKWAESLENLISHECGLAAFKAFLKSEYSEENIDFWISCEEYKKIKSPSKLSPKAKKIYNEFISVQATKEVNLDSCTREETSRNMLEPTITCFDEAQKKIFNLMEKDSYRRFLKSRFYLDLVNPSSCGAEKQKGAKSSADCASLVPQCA
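MLSMR compounds (23 nl, pin-transferred) preincubated 10 min at room temperature with a 500nM (2x) first reagent, then RGS4 at 900nM (2x) plus Transcreener GDP mix added; fluorescence polarization (620/688 nm) read before and after 90 min at 30 °C.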
12-LOX inh = blocks human arachidonate 12S-lipoxygenase; P18054; purified 12hLO, xylenol orange hydroperoxide absorbance; Potency, µM (top dose mostly 108 µM), inactives show top-dose activity change, negative = inhibition, usual class: inhibitors; 1.1% of 580,000 active; AID 1671190; also: potency is read from the fitted curve at half-maximal effect; % is scaled to controls: 0 for no effect and ±100 for the full control effect
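Purified human 12hLO (150 nM final) in 25 mM Hepes, 0.01% Triton X-100, pH 7.0 was preincubated 15 min at room temperature with compound. Then 40 uM arachidonic acid was added, 30 min. Hydroperoxide was read by Fe-XO absorbance ratio 573/405 nm.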
BAZ2B inh = blocks human BAZ2B; 4.4% of 360,000 active; Q9UIF8; AlphaScreen BAZ2B-H3K14Ac peptide displacement; AID 504333; Potency, µM (titrated, usually from 114 µM), for inactives: at the highest dose activity change, negative = inhibition, actives largely listed as inhibitors; also: potency is read from the fitted curve at half-maximal effect; % is scaled to controls: 0 for no effect and ±100 for the full control effect; nearly all actives have a fitted effect of over 60% in size
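Compounds, titrated to a top concentration of 110 uM, were incubated 30 min at room temperature with preformed BAZ2B/acetyl-K14 H3 peptide complex (50 nM each). Proximity signal was measured by AlphaScreen after 20 min with beads.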
PI4K2A inh = PI4K2A (human) kinase inhibition; purified PI4K2A, ADP-Glo luminescence, 1 h; stronger effect = lower value; activity change, negative = inhibition, % at 76.9 µM; 0.13% of 420,000 active; AID 1346378; in the data active = activity change below about -50%; inconclusive = mostly about -30% to -49%;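 also: -100% = wells without enzyme as full effect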
Target sequence (Q9BTU6 whole entry, looked up): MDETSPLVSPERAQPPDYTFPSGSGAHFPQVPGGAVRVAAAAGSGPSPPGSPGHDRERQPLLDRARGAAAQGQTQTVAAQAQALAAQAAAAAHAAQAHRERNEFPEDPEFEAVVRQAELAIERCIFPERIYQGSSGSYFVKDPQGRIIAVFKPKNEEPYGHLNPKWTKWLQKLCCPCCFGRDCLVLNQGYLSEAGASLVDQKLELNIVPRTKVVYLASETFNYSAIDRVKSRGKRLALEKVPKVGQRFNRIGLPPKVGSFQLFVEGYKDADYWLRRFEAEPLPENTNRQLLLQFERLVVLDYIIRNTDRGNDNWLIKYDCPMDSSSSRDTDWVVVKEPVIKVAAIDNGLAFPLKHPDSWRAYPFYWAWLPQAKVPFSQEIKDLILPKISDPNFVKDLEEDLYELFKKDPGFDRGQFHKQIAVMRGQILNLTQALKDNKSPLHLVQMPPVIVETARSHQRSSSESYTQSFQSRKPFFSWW
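PI4K2A activity was measured by ADP-Glo luminescence: enzyme (4 ug/mL stock) and phosphatidylinositol (1.2 mM stock) in Tris pH 7.5/MgCl2/EGTA/Triton X-100 buffer were reacted with ATP (300 microM stock) for one hour at ambient temperature.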
G9a block = G9a (human) methyltransferase inhibition; Q96KQ7; G9a H3K9 monomethylation, AlphaScreen, 2 h; Potency, µM (doses to about 102 µM), for inactives: at the top dose activity, negative = inhibition, actives largely listed as inhibitors; 8.8% of 350,000 active; AID 504332; also: potency is read from the fitted curve at half-maximal effect; % is scaled to controls: 0 for no effect and ±100 for the full control effect; nearly all actives have a fitted effect of over 75% in size
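G9a (20 nM) was preincubated 15 min with compound, then reacted 2 h at room temperature with 500 nM biotin-H3K9 peptide and 20 µM SAM. Monomethyl-H3K9 detected by AlphaScreen using anti-H3K9me1 antibody.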
JMJD2A Tudor = blocks the human JMJD2A Tudor domain; AlphaScreen JMJD2A-Tudor / H3K4me3 peptide binding; Potency, µM (series often up to 114 µM), inactives show at the top dose activity change, negative = inhibition, most hits filed as inhibitors; 4.4% of 390,000 active; AID 504339; also: potency is read from the fitted curve at half-maximal effect; % is scaled to controls: 0 for no effect and ±100 for the full control effect; nearly all actives have a fitted effect of over 50% in size
* marks the source's active call; other numbers are inactive results; ? = inconclusive; . = no result given; [ ] = another dose, or the depositor's remark. Unless noted, calls follow the shape of the dose curve; as a rule, active = well fitted curve in the direction sought with a large enough effect; inconclusive = small, poorly fitted or top-dose-only effect, or another doubt; inactive = no such curve, though single readings can be large; an effect the other way counts as inactive or inconclusive. This is a subset; count on the stated rates, not on these rows.

compound,JMJD2A Tudor,12-LOX inh,GLS inh,ERG Ets-DNA blk,PI4K2A inh,RGS4 inhibitor,G9a block,BAZ2B inh,HP1b binding inh
C=CCOC(=O)C1=C(C)OC(N)=C(C#N)C1c1ccc(OC)c(CSc2ccccn2)c1 (stereo unspecified),-17.7%,-5.4%,-5.6%,-2.7%,2.0,0.7%,-7.2%[59 µM],-36.9%,40.2%[activator]
O=c1[nH]n(Cc2ccccc2)c2ccccc12,-11.6%,1.2%,15.6%,-2.2%,0.3,-8.3%,?,3.1%,33.0%
COc1cccc(CNC(=O)C2=Cc3cccc(OC)c3OC2)c1,-7.0%,-13.1%,0.5%,1.8%,2.6,21.2%,6.6%,-21.4%,35.3%
Cc1ccc(S(=O)(=O)N(C)C)cc1NC(=O)C1CCN(C(=O)Nc2ccccc2)CC1,-15.3%,-1.6%,2.7%,-5.3%,2.2,19.7%,-42.9%,5.2%,1.6%
COc1ccc(-n2ccnc(SCC(=O)NCc3ccccc3Cl)c2=O)cc1,5.4%,9.6%,-7.5%,10.7%,-3.0,?,-10.1%,-11.6%,44.0%[activator]
O=C(c1ccc2c(c1)OCCO2)N(Cc1cccnc1)c1nc2c(F)cc(F)cc2s1,-20.5%,?,-10.4%,0.7%,0.0,-28.7%,0.0%[59 µM],-20.9%,8.9%[57 µM]
COc1cccc(CNC(=O)c2cc(S(=O)(=O)N3CCCC3)cn2C)c1,?,-18.3%,-15.3%,2.7%,-3.1,-9.3%,.,?,48.5%
COc1ccc(S(=O)(=O)N(C)C[C@H]2Oc3ccc(NS(=O)(=O)c4cccs4)cc3CC(=O)N([C@H](C)CO)C[C@H]2C)cc1,-19.1%,?,-1.6%,-12.0%,0.5,9.8%,.,.,39.7%[activator]
Nc1ccc(C(=O)OCC(=O)N2CCN(C(=O)c3ccco3)CC2)cc1[N+](=O)[O-],-22.8%,-4.1%,8.0%,6.7%,2.1,-6.1%,17.4%[59 µM],-5.6%,10.6%
COc1ccc(S(=O)(=O)Cc2ccc(C(=O)N3CCN(c4ncccn4)CC3)o2)cc1,-16.6%,0.6%,-5.3%,5.1%,4.4,-6.0%,.,.,40.9%[activator]
CC(=O)Nc1ccc(S(=O)(=O)NCC(=O)OCC(=O)N2CCN(c3ccccc3)CC2)cc1,-20.6%,-29.2%,18.8%,-3.7%,-6.1,-45.7%,50.1µM*,-26.5%,27.9%
Fc1cccc(C2CCCCN2Cc2nc(C3CC3)no2)c1 (stereo unspecified),19.1%,20.6%,-5.3%,0.1%,-0.2,8.5%,7.2%,6.1%,61.1%[activator]

Next part.
compound,JMJD2A Tudor,12-LOX inh,GLS inh,ERG Ets-DNA blk,PI4K2A inh,RGS4 inhibitor,G9a block,BAZ2B inh,HP1b binding inh
CCOC(=O)CCn1c(=S)n(CCC(=O)OCC)c2ccccc21,7.3%,-9.0%,-6.3%,15.1%,-6.1,-23.4%,-3.9%,-8.1%,78.0%[activator]
COC(=O)c1ccc(Oc2nc(NC(C)C)nc(SC)n2)cc1,9.6%,-21.1%,1.8%,-0.9%,2.6,-3.1%,-24.0%[59 µM],-23.8%,34.2%
CCN(CC)C(=O)COc1coc(CN2CCN(c3cccc(Cl)c3)CC2)cc1=O,-6.1%,-0.3%,4.5%,-8.5%,-1.2,3.0%,-91.2%,-14.2%,41.6%[activator]
CCOc1ccc(CCNC(=O)Cn2ncn3c(cc4sc(C)cc43)c2=O)cc1OCC,-6.2%,?,-3.7%,-1.4%,1.1,5.6%,-1.7%[59 µM],-0.3%,15.7%
O=C1CC(c2ccccc2Cl)C2=C(COC2=O)N1 (stereo unspecified),-9.2%,0.0%,-16.2%,-6.0%,2.4,-24.6%,0.0%[59 µM],5.2%,19.0%
COc1c([N+](=O)[O-])c(=O)oc2ccccc12,-4.7%,-12.9%,8.6%,2.3%,0.3,5.0%,-15.4%[59 µM],-33.6%,46.0%
C#CCNC(=O)C1=C[C@H](C2CCCCC2)C[C@H](OCc2ccc(CO)cc2)O1,-16.8%,-18.8%,-1.1%,7.7%,-0.7,7.8%,23.9%[12.7 µM],-1.7%,23.4%
Cc1cc(S(=O)(=O)N2CCCC2)ccc1OCC(=O)Nc1ccc(C(N)=O)cc1,-8.4%,-21.0%,0.0%,-13.8%,0.6,12.6%,?,4.2%,30.2%
COc1cccc(NC(=O)Cn2c(=O)n(C)c(=O)c3sc4c(c32)COC(C)(C)C4)c1,-5.4%,-2.1%,-1.1%,0.8%,-0.9,-6.9%,.,-9.0%,30.7%
CC(=O)c1c(C)oc(C)c1CSCc1ccc(C(=O)O)o1,14.1µM*,-17.2%,?,3.2%,-2.0,-53.9%,?,?,-28.3%
CCC(C)(C)NC(=O)C(c1cccnc1)N(CCOC)C(=O)Cn1nnc2ccccc21 (stereo unspecified),-8.8%,9.4%,0.5%,-6.1%,7.6,7.2%,10.3%,2.3%,14.1%
O=C(Nc1ccccc1)C1=C[C@@H](C2CCCCC2)C[C@@H](OCCCCO)O1,-19.7%,1.3%,11.6%,9.9%,-8.1,-4.4%,5.5%[59 µM],-10.4%,31.3%

Profiles as entered above:
`CCN(CC)C(=O)COc1coc(CN2CCN(c3cccc(Cl)c3)CC2)cc1=O` in the list: JMJD2A Tudor: -6.1%; 12-LOX inh: -0.3%; GLS inh: 4.5%; ERG Ets-DNA blk: -8.5%; PI4K2A inh: -1.2; RGS4 inhibitor: 3.0%; G9a block: -91.2%; BAZ2B inh: -14.2%; HP1b binding inh: 41.6%[activator]
`CCOC(=O)CCn1c(=S)n(CCC(=O)OCC)c2ccccc21` in the list: JMJD2A Tudor: 7.3%; 12-LOX inh: -9.0%; GLS inh: -6.3%; ERG Ets-DNA blk: 15.1%; PI4K2A inh: -6.1; RGS4 inhibitor: -23.4%; G9a block: -3.9%; BAZ2B inh: -8.1%; HP1b binding inh: 78.0%[activator]

Further structures follow.
compound,JMJD2A Tudor,12-LOX inh,GLS inh,ERG Ets-DNA blk,PI4K2A inh,RGS4 inhibitor,G9a block,BAZ2B inh,HP1b binding inh
CCOc1ccc2nc(NCCCNS(=O)(=O)c3ccc(C)cc3)c(C#N)cc2c1,19.9%,19.2%,-1.0%,2.0%,13.2,-15.0%,85.7%[activator][59 µM],9.7%,58.3%[activator]
Cc1ccc(Cl)cc1N1CCN(c2cccc[n+]2C)CC1,-2.1%,?,6.1%,9.2%,-2.4,-6.6%,?,?,13.4%
CN(C(=O)COC(=O)c1ccc2ccccc2n1)C1CCS(=O)(=O)C1 (stereo unspecified),3.7%,-29.1%,0.0%,5.3%,0.5,29.1%,-6.7%[59 µM],-0.9%,19.9%
CC(NC(=O)CCc1nnc(Cc2cccc(C(F)(F)F)c2)o1)C1CC1 (stereo unspecified),-3.4%,0.0%,-3.5%,9.1%,-4.7,14.1%,-8.1%,-16.2%,28.4%
CCS(=O)(=O)c1ncc(Cl)c(C(=O)N(Cc2ccccc2)c2ccc(OC)cc2)n1,-13.5%,-14.5%,-8.5%,2.7%,0.9,?,?,-23.1%,38.6%
Cc1no[n+]([O-])c1COc1cccc(/C=N/Nc2nncn2N)c1,-30.0%,56.2%[activator],6.7%,12.4%,?,-21.3%,.,-15.4%,24.0%
Cc1ncsc1CCOC(=O)c1ccc(N2CCOCC2)c([N+](=O)[O-])c1,1.4%,-5.1%,-0.2%,8.5%,-2.6,4.0%,?,?,50.3%[activator]
O=C(O)C1CC=CCC1C(=O)NCc1ccc(Cl)c(Cl)c1 (stereo unspecified),3.4%,?,4.5%,-4.2%,0.0,3.1%,.,.,24.2%
Cc1ccc(NC(=O)c2cnn(-c3ccccc3)c2NC(=O)c2ccco2)cc1C,6.2%,.,11.5%,6.6%,3.5,-9.0%,10.2%[59 µM],-0.9%,18.9%
O=C(c1cn(-c2ccccc2)nc1-c1ccc(Br)cc1)N1CCOCC1,-12.1%,-2.7%,-10.1%,3.1%,-2.4,-13.4%,-9.5%,-21.3%,?
O=C(COC(=O)C1CCN(S(=O)(=O)c2c(Cl)cccc2Cl)CC1)NCc1ccco1,-21.2%,8.1%,-3.6%,9.9%,-7.4,-48.1%,50.1µM*,-8.9%,1.4%
COc1ccc(/C=C/c2noc(-c3ccccc3O)n2)cc1,-33.8%,10.9%,-4.8%,1.4%,-14.3,-20.1%,-30.7%[59 µM],-0.8%,19.8%

The list continues.
compound,JMJD2A Tudor,12-LOX inh,GLS inh,ERG Ets-DNA blk,PI4K2A inh,RGS4 inhibitor,G9a block,BAZ2B inh,HP1b binding inh
CNC(=S)NNc1nc(N2CCOCC2)nc(N2CCOCC2)n1,25.1µM*,-9.7%,-8.1%,3.1%,0.6,9.5%,?,-6.8%,?
CC(C)(C)[C@H]1COC(=O)CC/C=C\C[C@@H](CC(=O)N(CCO)Cc2ccccc2)C(=O)N1,6.4%,-28.6%,2.1%,10.5%,4.5,6.9%,.,.,40.7%[activator]
C=CCNCCCCOc1ccc(Br)cc1C,2.51µM*,-23.1%,0.0%,1.3%,8.9,-14.7%,2.51µM*,79.4µM*,?
COc1cc(OC)nc(NC(=O)C(C)C)n1,-12.4%,5.9%,5.7%,-3.9%,7.0,-7.3%,?,-22.1%,58.4%[activator]
